GPR151 ag = activates the human receptor GPR151; PathHunter beta-arrestin GPR151 cells, luminescence; activation, % at 11.2 µM; 650,000 tested, 1% active; AID 1508602; in the data active = activation above about 4.9%;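 note: 0% = median of compound wells and 100% = cells with positive control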
Target sequence (Q8TDV0 whole entry, looked up): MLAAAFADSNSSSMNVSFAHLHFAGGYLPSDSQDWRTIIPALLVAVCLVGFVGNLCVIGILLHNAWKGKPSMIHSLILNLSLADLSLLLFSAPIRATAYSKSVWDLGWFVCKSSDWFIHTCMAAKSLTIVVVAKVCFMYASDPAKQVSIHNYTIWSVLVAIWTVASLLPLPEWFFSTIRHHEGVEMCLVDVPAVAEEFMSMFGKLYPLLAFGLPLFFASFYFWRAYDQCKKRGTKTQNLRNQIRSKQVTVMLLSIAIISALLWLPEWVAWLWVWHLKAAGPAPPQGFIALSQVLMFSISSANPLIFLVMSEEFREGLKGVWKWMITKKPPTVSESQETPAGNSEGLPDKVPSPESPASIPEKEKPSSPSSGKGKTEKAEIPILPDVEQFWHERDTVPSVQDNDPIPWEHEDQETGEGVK
MITF inh = blocks human microphthalmia-associated transcription factor | 650,000 tested, 0.91% active | AlphaScreen MITF homodimerization, bead proximity signal | inhibition, % at 2.6 µM | AID 1259374; in the data active = inhibition above about 50%;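 note: 0% = vehicle wells with protein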
Target sequence (O75030 whole entry, looked up): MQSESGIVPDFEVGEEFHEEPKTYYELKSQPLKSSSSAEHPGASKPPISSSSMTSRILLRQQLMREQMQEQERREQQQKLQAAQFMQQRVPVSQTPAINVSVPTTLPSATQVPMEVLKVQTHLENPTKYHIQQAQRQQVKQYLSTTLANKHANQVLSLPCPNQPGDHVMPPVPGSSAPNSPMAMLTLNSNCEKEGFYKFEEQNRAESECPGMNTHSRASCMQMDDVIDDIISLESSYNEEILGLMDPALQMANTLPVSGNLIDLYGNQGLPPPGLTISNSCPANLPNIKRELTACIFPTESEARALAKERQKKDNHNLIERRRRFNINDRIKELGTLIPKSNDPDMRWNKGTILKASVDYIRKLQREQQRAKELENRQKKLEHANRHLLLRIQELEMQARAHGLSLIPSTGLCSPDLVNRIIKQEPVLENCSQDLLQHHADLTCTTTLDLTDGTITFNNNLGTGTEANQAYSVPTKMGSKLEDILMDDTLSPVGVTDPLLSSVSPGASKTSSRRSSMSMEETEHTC
FBW7 act = human FBW7 E3 ligase activation, primary screen; AlphaScreen FBW7–phospho-cyclin E peptide binding, activator screen; normalized activity (activation), % at 26.1 µM; 650,000 tested, 0.13% active; in the data active = normalized activity above about 1.9%;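 note: purified mutant Fbw7 with reduced substrate affinity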
TEAD-YAP inh = TEAD-YAP interaction inhibition | HEK-TIYL cells, TEAD-Gal4/YAP UAS-luciferase luminescence | inhibition, % at 9.12 µM | 640,000 tested, 1.4% active | AID 1259422; in the data active = inhibition above about 32%;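 note: 0% = median of test compound wells and 100% = reference inhibitor wells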
* hit, by the source's call. Hits appear at their usual frequency. Share with any hit: about 3.4%.

Start of the listing, in advance, 5 compounds:
Below each compound – GPR151 ag | MITF inh | FBW7 act | TEAD-YAP inh
1) O=C(CSc1nc2ccccc2[nH]1)N1CCN(c2ccc(F)cc2)CC1
→ -1.4 | 22 | 0.5 | 11
2) COCCn1cc(C(=O)N2CCCCCC2)c2c3ccccc3n(C)c2c1=O
→ 0.4 | -10 | 0.0 | -21
3) COC(=O)c1cc(OC)c(OC)cc1NC(=O)Cn1c([N+](=O)[O-])cnc1C
→ 3.0 | 16 | 0.1 | 5
4) CCOc1ccccc1NC(=O)CN1CCN(c2nccn2-c2ccc(C)cc2)CC1
→ 8.0* | 12 | -0.6 | 2
5) CCc1cc2cc(OC)ccc2nc1SCC(=O)Nc1nccs1
→ 0.2 | 12 | 0.0 | 9

All compounds of this part (from the top)
Below each compound – GPR151 ag | MITF inh | FBW7 act | TEAD-YAP inh
1) O=C(CSc1nc2ccccc2[nH]1)N1CCN(c2ccc(F)cc2)CC1
→ -1.4 | 22 | 0.5 | 11
2) COCCn1cc(C(=O)N2CCCCCC2)c2c3ccccc3n(C)c2c1=O
→ 0.4 | -10 | 0.0 | -21
3) COC(=O)c1cc(OC)c(OC)cc1NC(=O)Cn1c([N+](=O)[O-])cnc1C
→ 3.0 | 16 | 0.1 | 5
4) CCOc1ccccc1NC(=O)CN1CCN(c2nccn2-c2ccc(C)cc2)CC1
→ 8.0* | 12 | -0.6 | 2
5) CCc1cc2cc(OC)ccc2nc1SCC(=O)Nc1nccs1
→ 0.2 | 12 | 0.0 | 9
6) COc1ccc(NC(=O)c2cnn(-c3ccccc3)c2NC(=O)c2ccc(C)cc2)cc1
→ 0.4 | 32 | 1.4 | -2
7) CCOC(=O)N1CCN(Cc2cc(=O)oc3ccc(OCC)cc23)CC1
→ 1.9 | 7 | -0.1 | -5
8) COc1cccc(NC(=O)CSc2nc(O)c(C)c(=O)n2-c2ccccc2)c1
→ 2.4 | 1 | -0.1 | 1
9) CN(Cc1ccccc1)C(=O)c1cccc(N2C(=O)C3C4C=CC(C4)C3C2=O)c1 (centres undefined)
→ -0.9 | 8 | -0.1 | 4
10) Cc1cccc(C2=Nc3ccccc3N=C(c3cc(Cl)ccc3O)C2)c1
→ 2.0 | -5 | -0.1 | -1
11) CCOC(=O)c1c(-c2ccccc2)csc1NC(=O)COc1cccc(C)c1C
→ -0.9 | 3 | -0.1 | 5
12) CCCC(=O)Nc1n[nH]c(=S)s1
→ 2.1 | 5 | -0.1 | -10
13) CS(=O)(=O)N(CC(=O)NCCC1=CCCCC1)c1cccc([N+](=O)[O-])c1
→ 1.4 | -11 | -0.1 | 3
14) Cc1cc(C)cc(C(=O)Nc2ccc(-c3ccc(N4CCOCC4)nn3)cc2)c1
→ 0.2 | 5 | 0.2 | -13
15) Cc1cccc(N2C(=O)C(O)=C(C(=O)c3ccco3)C2c2ccccc2)c1 (centres undefined)
→ -0.7 | -4 | 0.0 | 1
16) O=C(NCc1ccco1)c1ccc2c(c1)N(Cc1ccccc1)C(=O)CS2=O (centres undefined)
→ -0.4 | -1 | 0.7 | -9
17) Cc1cccc(C(=O)N[C@H](C(=O)N2CCN(c3ccc([N+](=O)[O-])cc3)CC2)C(C)C)c1
→ 0.5 | 1 | 0.1 | 1
18) COC(=O)C1=C(N)Oc2cc(C)n(CCCn3ccnc3)c(=O)c2C1c1ccccc1 (centres undefined)
→ -0.8 | 10 | 0.0 | -3
19) O=C(CCl)Nc1c(O)c2ccccc2[nH]c1=O
→ 1.1 | -1 | -0.2 | -5
20) CC(C)NC(=O)Cn1cc(C#N)c2cc(Br)ccc21
→ -0.2 | 13 | 0.4 | -5
21) CCc1nn2c(=O)c(S(=O)(=O)N3CCN(c4ccccn4)CC3)c(C)nc2s1
→ 0.5 | -6 | 0.0 | 7
22) CCOc1cccc(NC(=O)Cn2nc(-c3ccc4c(c3)OCCO4)ccc2=O)c1
→ 8.0* | 8 | -0.2 | -10
23) O=C(NC(=O)c1ccccc1)NC1(C(F)(F)F)OCCO1
→ -1.7 | 15 | 0.0 | -68
24) CCCc1cc(Nc2ccccc2)n2ncnc2n1
→ -0.3 | 2 | -0.2 | 2
25) Cc1c(O)nc(SCC(=O)Nc2ccccc2C(F)(F)F)[nH]c1=O
→ -0.5 | -2 | 0.0 | 13
26) CC(C)(C)C(=O)COC(=O)COc1ccccc1[N+](=O)[O-]
→ 0.4 | 6 | -0.1 | 3
27) c1cc(-c2noc(C3CCCNC3)n2)ccn1 (centres undefined)
→ -1.9 | 19 | 0.1 | -18
28) O=C(NCc1ccc2c(c1)OCO2)C1CCCN1C(=O)Nc1cccc(F)c1 (centres undefined)
→ -0.9 | 11 | -0.1 | -1
29) COc1ccc([N+](=O)[O-])cc1NC(=O)Cc1cccc2ccccc12
→ 0.5 | -4 | -0.1 | 9
30) COc1ccc(N(C)S(=O)(=O)c2cc3c(cc2Cl)NC(=O)CO3)c(OC)c1
→ 0.4 | -10 | 0.0 | -8
31) Cc1c(C(=O)NC(=S)Nc2ccc(I)cn2)cccc1[N+](=O)[O-]
→ -0.3 | 2 | -0.2 | -4
32) CC1CCc2c(sc3nc(SCc4ccc5c(c4)OCO5)n(-c4ccccc4)c(=O)c23)C1 (centres undefined)
→ 0.3 | 11 | 0.0 | 4
33) O=C(O)c1ccc2c(c1)CC(C(=O)Nc1ccc(-c3cn[nH]c3)cc1)CO2 (centres undefined)
→ 0.5 | 23 | 0.3 | 1
34) Cn1cnnc1SCC(=O)Nc1cc(Cl)ccc1C(=O)O
→ 1.6 | 10 | 0.0 | 10
35) COc1cc(Nc2nc(-c3c(C)nn(C)c3C)nc3c2ncn3C2CCCCC2)cc(OC)c1OC
→ 1.2 | 12 | 0.1 | 5
36) COc1ccc(N=C2SC(CC(=O)Nc3ccc(C(=O)O)cc3)C(=O)N2C)cc1 (centres undefined)
→ -1.3 | 12 | 0.1 | 5
37) O=C(NCCN1CCOCC1)C1CCN(c2ccc(Nc3ccc(-n4ccnc4)cc3)nn2)CC1
→ 1.7 | 7 | -0.1 | 8
38) CCC1=C(C)c2cc3nc(C(=O)OCc4ccccc4)c(C)c-3c(C)n2C1C (centres undefined)
→ 5.7* | 9 | -0.1 | 17
39) CCCn1nc(C(=O)OCc2nc(N)nc(Nc3ccccc3C)n2)c2ccccc2c1=O
→ -1.1 | -2 | -0.1 | -7
40) O=C(/C=C/c1ccc([N+](=O)[O-])cc1)Nc1ccc(Br)cn1
→ 1.4 | -3 | 0.9 | 10
41) CC(C)C(=O)N1CCN(c2ccc(NC(=O)c3ccccc3F)cc2Cl)CC1
→ -0.7 | 0 | 0.1 | -1
42) Cc1ccc(NC(=O)CCC(=O)N/N=C/c2ccc(F)cc2)cc1
→ 0.2 | -7 | 0.0 | 7
43) COc1ccc(C(=O)O)cc1S(=O)(=O)Nc1ccc(Br)cc1
→ -1.9 | 3 | -0.1 | -11
44) COC(=O)CC1SC(=O)NC1=S (centres undefined)
→ -0.6 | 9 | 0.2 | 1
45) O=C(CC1C(=O)N(c2cccc(C(F)(F)F)c2)C(=S)N1CCc1ccc(Cl)cc1)Nc1ccc(F)cc1 (centres undefined)
→ 0.4 | 8 | 1.0 | -10
46) CC(O)c1ccc(NC(=O)c2cnn3c2NC(c2cccs2)CC3C(F)(F)F)cc1 (centres undefined)
→ -2.3 | -9 | 0.0 | 1
47) COCC(=O)N(Cc1ccccc1)c1ccccn1
→ 2.6 | 18 | -0.1 | 11
48) O=C(COC(=O)CN1C(=O)c2ccccc2C1=O)NC1CCCCC1
→ -0.7 | -8 | 0.3 | -1
49) Cc1cc(NC(=O)CN2C(=O)c3ccccc3S2(=O)=O)no1
→ 1.1 | -1 | 0.2 | 0
50) COc1cc(/C=C(/C#N)C(=O)Nc2ccccc2C)cc(OC)c1O
→ 0.9 | -9 | -0.1 | 5

Random excerpt: 4 compounds from above, in no set order.
Below each compound – GPR151 ag | MITF inh | FBW7 act | TEAD-YAP inh
44) COC(=O)CC1SC(=O)NC1=S (centres undefined)
→ -0.6 | 9 | 0.2 | 1
50) COc1cc(/C=C(/C#N)C(=O)Nc2ccccc2C)cc(OC)c1O
→ 0.9 | -9 | -0.1 | 5
48) O=C(COC(=O)CN1C(=O)c2ccccc2C1=O)NC1CCCCC1
→ -0.7 | -8 | 0.3 | -1
47) COCC(=O)N(Cc1ccccc1)c1ccccn1
→ 2.6 | 18 | -0.1 | 11

Next entries:
Below each compound – GPR151 ag | MITF inh | FBW7 act | TEAD-YAP inh
51) O=C(NNC1=NS(=O)(=O)c2ccccc21)c1ccco1
→ -3.6 | -24 | 0.1 | 6
52) CC(O)CNCCNc1ccc(Cl)cc1[N+](=O)[O-] (centres undefined)
→ 0.3 | 14 | 0.2 | -5
53) CN1CCN(c2ccc(-c3ccc(NC(=O)c4ccc(F)c(F)c4)cc3)nn2)CC1
→ -1.2 | -2 | 0.0 | -18
54) Cc1ccc(CSc2nc3ccsc3c(=O)n2CCCCCC(=O)NCCc2ccccc2)cc1
→ -0.6 | -6 | 0.1 | -7
55) CC(=O)Oc1cccc(/C=C2\N=C(c3cc([N+](=O)[O-])ccc3Cl)OC2=O)c1
→ 1.0 | -1 | -0.1 | 7
56) CCOC(=O)c1sc(NC(=O)CCC(=O)O)nc1C
→ -0.4 | 20 | -0.1 | -3
57) CCOC(=O)Cn1nc([N+](=O)[O-])c(Br)c1C
→ -0.1 | 12 | 0.4 | -8
58) O=C(C1CCN(Cc2ccccc2O)CC1)N1CCN(c2ccccc2)CC1
→ 0.9 | 3 | 0.0 | 17
59) O=C(N[C@H]1C[C@H]2C(=O)N[C@@H](COCc3ccccc3)C(=O)N2C1)c1cccc2ccccc12
→ 0.0 | 6 | 0.2 | 2
60) O=C(Nc1ccc(F)cc1)c1ccc2c(=O)n(-c3cccc(C(F)(F)F)c3)c(=S)[nH]c2c1
→ -1.3 | -2 | 0.1 | -8
61) O=C(CC1C(=O)NCCN1Cc1ccc(F)c(F)c1)NCCN1CCOCC1 (centres undefined)
→ 1.9 | 9 | 0.1 | 5
62) O=C(COc1cc(F)ccc1[N+](=O)[O-])NCCCN1CCCC1=O
→ 2.5 | -3 | 0.0 | -1
63) COC(=O)C1=C(C)NC(=O)/C1=C\c1cccc(OC)c1O
→ -1.0 | -3 | 0.0 | -10
64) COC(=O)c1sc2ccccc2c1NC(=O)c1ccco1
→ 0.1 | 13 | 0.0 | 0
65) Oc1ccc(Br)cc1C=Nc1ccc2[nH]ncc2c1
→ 0.3 | -5 | -0.3 | 6
66) CNC(=O)[C@@H]1C[C@@H](NCc2ccc(OC)cc2)CN1Cc1ccccc1
→ -1.8 | 12 | 0.2 | 11
67) CC12C(=O)N(c3ccc(O)cc3)C(=O)C1C1c3ccccc3C2c2ccccc21 (centres undefined)
→ -0.9 | 12 | 0.0 | 5
68) CCOC(=O)C1=C(c2ccccc2)N=c2s/c(=C\c3ccc(O)cc3)c(=O)n2C1c1c(OC)ccc2ccccc12 (centres undefined)
→ 1.1 | 7 | 0.0 | 2
69) CC(C)n1cnc2c(Nc3ccc4c(c3)OCO4)nc(NCc3ccc4c(c3)OCO4)nc21
→ -1.7 | 4 | -0.2 | -32
70) COc1ccc(NC(=O)c2nn(C)cc2[N+](=O)[O-])cc1
→ -1.1 | 10 | 0.5 | 7
71) CCOc1ccc(NC(=O)C2CCN(c3cnccn3)CC2)cc1
→ 0.5 | 0 | 0.8 | -6
72) CCCC12CN3CC(C)(CN(C1)C3c1cccc([N+](=O)[O-])c1)C2=O (centres undefined)
→ 2.6 | 0 | 0.1 | 0
73) COC(=O)c1cc(S(=O)(=O)Nc2c(C)cc(C)cc2C)c[nH]1
→ 0.4 | -17 | -0.1 | -10
74) COc1ccc(NC(=O)CN2CCN(c3ccccn3)CC2)cc1
→ -1.2 | 4 | 0.0 | 1
75) Cc1cc(=O)n2nc(N3CCCC3C(=O)NCCCN3CC(C)CC(C)C3)sc2n1 (centres undefined)
→ 0.6 | 1 | 0.1 | 6
76) COc1cc(NC(=O)C(Cl)(Cl)Cl)cc(OC)c1
→ -0.3 | 9 | 0.1 | 5
77) O=C(c1cccc2nccnc12)N1CCc2c(nc(N3CCCC3)[nH]c2=O)C1
→ -0.2 | 14 | -0.1 | 1
78) NC(=O)c1ccc(NC(=O)CCC(=O)O)cc1Cl
→ 0.9 | -6 | -0.1 | -4
79) CC12CN(NC(=O)c3ccccc3F)C3(C#N)CC1CCC23C (centres undefined)
→ 0.8 | 12 | 0.0 | 8
80) COc1ccc(NS(=O)(=O)c2ccc3[nH]cc(C(=O)O)c(=O)c3c2)cc1OC
→ 1.8 | 3 | 0.2 | 4
81) O=C(O)C1Sc2[nH]c(=O)sc2C2c3cc(Br)ccc3OC(=O)C12 (centres undefined)
→ 3.4 | 2 | -0.2 | -8
82) O=C(CN(Cc1ccc(Cl)cc1)S(=O)(=O)c1ccc(Cl)cc1)N1CCCC1
→ 2.7 | 7 | 1.1 | 6
83) CC1(C(=O)NC2CCCCC2)Cc2ccccc2C(=O)N1Cc1cccnc1 (centres undefined)
→ 0.2 | 6 | -0.1 | 0
84) COc1ccnc(Cn2nc3c4c(C)c(C)sc4nc(C(C)C)n3c2=O)c1OC
→ -0.1 | -12 | -0.2 | -7
85) O=C(Cc1ccc(Br)cc1)NCc1cccs1
→ 0.9 | -4 | -0.7 | 28
86) Cc1ccc(C(=O)Nc2nc(-c3ccc(C(C)(C)C)cc3)cs2)cc1
→ 0.9 | 0 | -0.1 | 0
87) O=C(Oc1cccc(N2C(=O)CCC2=O)c1)c1cccc([N+](=O)[O-])c1
→ -1.0 | 15 | 0.0 | 0
88) Cc1ccc(C(=O)N[C@H](C(=O)OC(C)C(N)=O)C(C)C)cc1 (some centres undefined)
→ -0.1 | -3 | 0.0 | -4
89) Cc1nnc2c(Nc3cccc(F)c3)nc3ccccc3n12
→ 1.5 | 0 | 0.0 | 4

Screens from PubChem BioAssay.
